CRFBP-R2 block: antagonists of CRF-binding protein/CRF-R2 receptor complex | HEK293 CRF-R2/CRF-BP, CRF-induced calcium fluorescence | inhibition, % at 11.8 µM | 0.59% of 350,000 active | AID 588475;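 active = inhibition of the ligand-induced calcium signal above about 50% at the single tested concentration, limit read from the data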
CRFR2-BP ag: CRF-BP/CRF-R2 complex agonism. 0.46% of 350,000 active. activation, % at 13.2 µM. HEK293 CRF-R2/CRF-BP, calcium dye fluorescence (FLIPR); percent of saturating CRF peptide response. AID 588473;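 active = activation of at least 50%, plus an integration ratio under a set limit after plate pattern correction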;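 note: plate controls were neutral control wells without compound for no effect and CRF at EC100 for full effect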
CHRM5 PAM: CHRM5 positive allosteric modulation; 0.3% of 360,000 active; activation, % at 3 µM; CHO-K1 hM5, Fluo-8 calcium, ACh EC20 PAM; 0% = ACh EC20, 100% = ACh EC100; P08912; AID 624038;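 active = activation above the run cutoff, the mean activation of all test compounds plus 3 SD, cut at about 18% in these data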
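Replicates: One well per compound, no replicates | System: Human M5 receptor in CHO-K1 cells | Benchmarks: Low control EC20 acetylcholine (0%), high control EC100 acetylcholine (100%) | Probe or stimulus: Acetylcholine, EC20 level | Times: Fluo-8 loading 80 min at 37 °C plus 30 min room temperature | Signal: Intracellular calcium via Fluo-8 fluorescence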
CHRM4 PAM: positive allosteric modulators of human muscarinic M4 receptor; 0.4% of 360,000 active; activation, % at 3 µM; P08173; CHO-K1 hM4/Gqi5, Fluo-8 calcium fluorescence, ACh EC20; 0% = ACh EC20, 100% = maximal ACh;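 active = activation above its plate's cutoff, the mean activation of sample wells plus 3 SD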; note: some results filed as inactive read as strong as hits
Target sequence (P08173 whole entry, looked up): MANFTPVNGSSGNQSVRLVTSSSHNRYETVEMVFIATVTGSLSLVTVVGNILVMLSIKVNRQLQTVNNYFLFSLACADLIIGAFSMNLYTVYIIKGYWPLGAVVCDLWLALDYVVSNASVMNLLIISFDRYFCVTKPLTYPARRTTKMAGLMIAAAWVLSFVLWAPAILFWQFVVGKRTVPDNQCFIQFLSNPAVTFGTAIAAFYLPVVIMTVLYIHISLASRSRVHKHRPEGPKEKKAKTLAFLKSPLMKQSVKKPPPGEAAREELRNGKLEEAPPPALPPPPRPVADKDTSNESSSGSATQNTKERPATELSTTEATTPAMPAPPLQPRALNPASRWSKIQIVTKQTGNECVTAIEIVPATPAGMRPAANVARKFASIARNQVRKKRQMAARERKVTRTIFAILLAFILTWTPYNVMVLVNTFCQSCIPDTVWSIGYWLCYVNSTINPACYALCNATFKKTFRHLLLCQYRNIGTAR
M1 PAM parental: M1 PAM counterscreen hit in parental CHO-K1 cells. activation, % at 3 µM. ATP EC20, Fluo-8 calcium fluorescence; 0% at ATP EC20, 100% at ATP max. 0.02% of 360,000 active;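 active = activation above the run cutoff, the mean activation of all test compounds plus 3 SD, cut at about 40% in these data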;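 note: peak over basal fluorescence ratio in a 140 s read after ATP addition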
CHRM5 antagonist: antagonists of human muscarinic M5 receptor (CHRM5); CHO-hM5 cells, Fluo-8 calcium fluorescence, ACh EC80; P08912; AID 624040; 0.59% of 360,000 active; inhibition, % at 3 µM;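 active = inhibition above a per-plate cutoff, the mean of that plate's test compounds plus 3 SD, cut at about 27% in these data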;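 note: 0% = acetylcholine EC80 with DMSO and 100% = DMSO without agonist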
TAAR1 antagonist: antagonists of human TAAR1; Q96RJ0; CHO RD-HGA16 TAAR1, Fluo-8 calcium fluorescence, antagonist; inhibition, % at 3 µM; 1.5% of 360,000 active; AID 624466;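 active = inhibition above a per-plate cutoff, the mean inhibition of test compounds on that plate plus 3 SD, cut at about 49% in these data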;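 note: 0% = DMSO plus EC80 beta-PEA response and 100% = DMSO alone without agonist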
Target sequence (Q96RJ0 whole entry, looked up): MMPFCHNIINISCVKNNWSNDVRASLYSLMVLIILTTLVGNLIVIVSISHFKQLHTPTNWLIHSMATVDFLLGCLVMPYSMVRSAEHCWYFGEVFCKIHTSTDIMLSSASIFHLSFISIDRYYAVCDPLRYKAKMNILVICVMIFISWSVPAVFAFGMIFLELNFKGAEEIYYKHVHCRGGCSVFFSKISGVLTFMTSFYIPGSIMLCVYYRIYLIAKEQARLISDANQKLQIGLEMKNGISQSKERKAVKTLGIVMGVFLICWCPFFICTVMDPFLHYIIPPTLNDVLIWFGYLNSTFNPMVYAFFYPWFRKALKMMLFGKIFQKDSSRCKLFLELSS
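System: RD-HGA16 CHO cells with stable hTAAR1 and Gα16 | Probe or stimulus: EC80 β-phenethylamine stimulus | Dosing: 3 µM, single point | Times: Dye loading 75 min at 37 °C, then 30 min room temperature | Measured by: Fluo-8 calcium-sensitive fluorescence | Read-out basis: % inhibition of agonist calcium response | Replicates: n of 1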
M5 ag: CHRM5 agonism in calcium assay; P08912; CHO-K1 hM5 cells, Fluo-8 calcium fluorescence; 0% DMSO wells, 100% maximal acetylcholine response; activation, % at 3 µM; 0.19% of 360,000 active;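 active = activation above the run's mean over test compounds plus 3 SD, cut at about 23% in these data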;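 note: signal is peak over basal fluorescence ratio across the kinetic read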
TAAR1 ag: agonists of human TAAR1; activation, % at 3 µM; Q96RJ0; AID 624467; CHO RD-HGA16 TAAR1, Fluo-8 calcium fluorescence; vehicle wells 0%, saturating PEA agonist 100%; 0.99% of 360,000 active;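 active = activation above the mean activation of all test compounds in the run plus 3 SD, cut at about 38% in these data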
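Repeats: no replicates (n 1) | Material: CHO-derived RD-HGA16 cells with stable Gα16 and human TAAR1 | Technique: Kinetic Fluo-8 calcium fluorescence | Schedule: 17-24 h seeding, 75 min 37 °C dye, 30 min RT | Evaluation: % activation from peak over basal fluorescence ratio, DMSO-to-PEA scaled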
Active calls of the source: *; · = not tested or not shown.

Results follow in this order: CRFBP-R2 block	CRFR2-BP ag	CHRM5 PAM	CHRM4 PAM	M1 PAM parental	CHRM5 antagonist	TAAR1 antagonist	M5 ag	TAAR1 ag
- O=C(NCCN=C1NS(=O)(=O)c2ccccc21)c1ccco1
→ 5	1.0	7	6	13	0	·	3	·
- CCn1cc(/C=N\NC(=O)c2ccccc2Cl)cn1
→ 9	-0.3	-4	0	-2	8	-21	1	4
- COc1ccc(NC(=O)C(NC(=O)c2ccccc2)C(C)C)cc1 (stereo not drawn)
→ 0	0.3	0	-6	-7	-2	15	-2	0
- Cc1ccc(NC(=O)CSc2nnc(Cc3ccccc3)o2)c(C)c1
→ 7	-1.5	3	-1	14	-18	-1	-2	0
- Cc1cc(NC(=O)c2cc(-c3cccc(Cl)c3)on2)no1
→ -34	-1.5	-4	-3	18	6	1	-2	6
- CCOC(=O)/C=C/[C@H]1CCc2cccc(C)c2O1
→ 3	-1.6	1	11	2	14	-12	-1	14
- CCCNS(=O)(=O)c1ccc(N2CCCC2=O)c([N+](=O)[O-])c1
→ 17	-1.1	-2	-2	11	1	-1	-1	3
- O=C(Nc1ccc2c(c1)OCO2)N1CCN(C(=O)C2CCCO2)CC1 (stereo not drawn)
→ 9	-0.2	6	17	-7	-4	8	1	-1
- Cc1ccc(C(=O)NCc2ccncc2)cc1S(=O)(=O)N1CCCCC1
→ 0	-0.6	-3	-9	7	14	-9	-5	2
- NC(=O)c1c(NC(=S)Nc2ccc(F)cc2)sc2c1CCCC2
→ -10	1.8	-7	-10	2	2	9	3	7
- CC1CCc2nc3ccc(S(=O)(=O)N4CCC(C(=O)NC(C)c5ccccc5)CC4)cc3c(C(=O)O)c2C1 (stereo not drawn)
→ -2	-0.2	-5	0	9	15	7	-4	0
- COc1ccccc1NS(=O)(=O)c1ccc(C)c(NC(=O)c2c(C)noc2C)c1
→ -6	-1.1	-2	1	11	5	-10	3	0
- O=C(CN1C(=O)CC(c2ccccc2)=Nc2ccccc21)NCc1ccco1
→ -30	-0.7	-2	-3	14	-3	5	-5	1
- COc1ccc(C2=Nn3c(nnc3C3CCCCC3)SC2)cc1OC
→ 10	-0.8	3	16	9	6	6	-3	1
- N#Cc1ccc(-c2csc(NC(=O)c3ccc(N4C(=O)CCC4=O)cc3)n2)cc1
→ -6	3.3	4	7	-14	-5	-17	5	3
- COc1ccc(NC(=O)N2CCCC2C(=O)NCc2cccs2)cc1 (stereo not drawn)
→ 5	-0.2	-2	-2	-14	16	-7	-4	1
- CCc1sc(NC(=O)c2cc3ccccc3oc2=O)nc1-c1cccs1
→ 12	-0.5	-5	-10	-7	6	0	-3	2
- COc1ccc(COc2ccc(C3C(S(=O)(=O)c4ccccc4)CON3C)cc2OC)cc1 (stereo not drawn)
→ -2	0.0	-12	-1	0	-9	6	-3	4
- NC(=NC(=O)c1ccc(Cl)cc1)N1N=CCC1c1ccccc1 (stereo not drawn)
→ -39	2.8	0	7	-9	-4	5	0	9
- O=C(NNc1nc2c(F)cc(F)cc2s1)C1COc2ccccc2O1 (stereo not drawn)
→ 6	-3.2	4	-1	-1	8	2	-3	12

Gathered by group: the entries above containing a furan ring, fused or not (two)
Results follow in this order: CRFBP-R2 block	CRFR2-BP ag	CHRM5 PAM	CHRM4 PAM	M1 PAM parental	CHRM5 antagonist	TAAR1 antagonist	M5 ag	TAAR1 ag
- O=C(NCCN=C1NS(=O)(=O)c2ccccc21)c1ccco1
→ 5	1.0	7	6	13	0	·	3	·
- O=C(CN1C(=O)CC(c2ccccc2)=Nc2ccccc21)NCc1ccco1
→ -30	-0.7	-2	-3	14	-3	5	-5	1

New compounds follow.
Results follow in this order: CRFBP-R2 block	CRFR2-BP ag	CHRM5 PAM	CHRM4 PAM	M1 PAM parental	CHRM5 antagonist	TAAR1 antagonist	M5 ag	TAAR1 ag
- O=C(CSc1ccc2nnc(-c3ccccn3)n2n1)Nc1ccccc1
→ -9	-0.1	-2	6	12	4	0	0	1
- Cc1ccccc1NC1=C/C(=N\S(=O)(=O)c2ccc(C(=O)O)cc2)c2ccccc2C1=O
→ 0	-0.3	-3	-4	8	15	9	0	3
- CCc1nnc(NC(=O)CN2CCN(c3ccccc3OC)CC2)s1
→ 4	0.4	-5	-2	13	1	4	4	15
- NC(=O)C1(N2CCCCC2)CCN(c2ccc3nnc(-c4ccccc4)n3n2)CC1
→ -6	-3.9	-3	1	15	6	0	0	6
- Cc1cc2c(cc1S(=O)(=O)Nc1ccc(OC(F)(F)F)cc1)OCC(=O)N2
→ -26	-1.0	3	7	8	1	3	3	16
- CN(C)S(=O)(=O)c1ccc(C(=O)NNC(=O)c2ccccc2-n2cccc2)cc1
→ -1	-0.6	2	9	10	10	-8	1	3
- COc1cc([N+](=O)[O-])c(OC)cc1SCc1n[nH]c(=S)n1-c1ccc(C)cc1
→ -12	-2.6	-7	-2	17	13	-3	-1	4
- Nc1nonc1C(=O)OCC(=O)c1ccc(Cl)cc1
→ 33	-4.8	-3	-1	14	1	11	-5	5
- O=C(NCc1ccccc1)C1CCCN(S(=O)(=O)c2ccc(Br)cc2)C1 (stereo not drawn)
→ 5	-0.5	-2	5	24	13	-32	-6	-1
- COc1cc(C(=O)Nc2sc3c(c2C#N)CCN(C(C)=O)C3)cc(OC)c1OC
→ 14	0.1	1	-1	-3	-1	-2	2	3
- CC(C)COc1ccc(CNC(=S)NCc2ccccc2)cc1
→ -3	-0.7	-14	-6	10	9	15	-1	18
- CCOc1ccc(C2N(c3ccc(F)cc3)C(=O)C3CCCN32)cc1OC (stereo not drawn)
→ -15	-0.7	-3	6	20	1	-5	0	2
- O=C(NC(=S)N(CC1CCC1)CC1CCCO1)c1cccc([N+](=O)[O-])c1 (stereo not drawn)
→ 6	-1.4	-4	-1	6	13	-19	-6	-1
- CCOC(=O)C1C(=O)CC(C)(O)C(C(=O)OCC)C1c1cccc(OC)c1 (stereo not drawn)
→ -1	-2.5	-10	3	13	8	4	1	4
- COc1ccccc1NC(=O)C(=O)N/N=C(\C)CC(=O)Nc1ccccc1C(F)(F)F
→ 3	-0.3	-1	0	-19	7	-13	-4	-5
- [N-]=[N+]=CC(=O)C(Cc1ccccc1)N1C(=O)c2ccccc2C1=O (stereo not drawn)
→ -29	-1.5	-2	-3	10	-2	-1	-2	2
- COC(=O)Cn1c(=O)cnc2ccccc21
→ -14	-0.2	2	0	13	-3	-1	1	1
- CCOC(=O)CC(N)c1ccc2c(c1)OCO2 (stereo not drawn)
→ 5	-1.6	·	·	·	·	-3	·	10
- O=C(Nc1nnc(Cc2ccccc2F)s1)c1ccccc1Cl
→ -18	0.2	-2	5	17	6	2	-1	5
- CC1=CCC(C(=O)O)(C(=O)N/N=C/c2cccs2)C(c2ccc(F)cc2)C1 (stereo not drawn)
→ 5	0.2	-4	7	33	-7	18	0	6
- CC(C)N1CCc2c(sc(NC(=O)Cc3ccccc3)c2C#N)C1
→ -15	1.6	-1	9	-7	2	-14	1	4
- CCc1ccc(C(=O)N/N=C/c2ccncc2)s1
→ -7	1.0	2	7	9	9	-17	-3	-1
- O=C(NCCC1=CCCCC1)c1cc(S(=O)(=O)N2CCOCC2)c(Cl)cc1Cl
→ 5	-0.8	8	8	5	-3	-14	-2	3
- CC1CCCCC1NC(=O)COCc1cc(-c2cccs2)on1 (stereo not drawn)
→ -15	1.7	5	-1	-23	-11	5	-2	0
- Oc1ccc(-c2nccc(-c3ccc(Br)cc3)n2)cc1
→ 1	-0.4	-4	12	4	1	-5	-5	1
- COc1cc(C(=O)Nc2ccc(NC(=O)c3cccc(Cl)c3)nc2)cc(OC)c1OC
→ 2	0.1	-6	-1	7	14	45	0	7
- O=C(c1ccc2c(c1)OCCO2)C1CCN(C(=O)c2ccc(F)cc2)CC1
→ -18	5.8	-6	-7	12	-11	12	2	2
- Cc1cccc2sc(NC(=O)CCNS(=O)(=O)c3cccc4nonc34)nc12
→ -36	5.5	-22	-7	-4	1	28	3	30
- CCOc1ccc(N2CC(C(=O)Nc3ccc(S(=O)(=O)NCC4CCCO4)cc3)CC2=O)cc1 (stereo not drawn)
→ 5	-1.9	-2	3	22	7	0	-4	3
- COC(=O)Cn1c2[n+](c3ccccc31)CC(O)CS2 (stereo not drawn)
→ -7	-1.2	-1	-2	2	9	2	-4	12
- COc1ccc(C(=O)N/N=C/c2ccccc2OC(=O)c2ccccc2)cc1
→ 6	0.1	-5	-10	5	8	38	-2	4
- COc1ccc(C(=O)NC(C)Cc2cnccn2)cc1OC1CCN(C(C)C)CC1 (stereo not drawn)
→ 0	1.9	-2	-1	19	10	-12	-5	0
- CCOC(=O)c1cc(S(=O)(=O)NC2CCCCC2)cn1C
→ 2	0.1	3	0	1	-10	-14	1	2
- Cc1cc(N=Nc2ccccc2C(=O)O)c(C)c(C)c1O
→ 11	-1.5	8	15	12	0	-27	8	0
- COc1cc(C(=O)Oc2cccc(/C=N/NC(=O)c3cc(C)[nH]n3)c2)cc(OC)c1OC
→ -7	0.2	-4	-15	-12	19	56*	3	9
- CC(C)(C)c1ccc(C2=CSC3=NCCN23)cc1
→ -7	-1.2	-6	-8	5	13	-4	-21	8
- CCCCNC(=O)c1[nH]c(=O)cnc1-c1ccccc1
→ ·	·	3	8	8	-13	-22	0	1
- CC1CN(C(=O)c2cccc(Oc3ccccc3)c2)CC(C)O1 (stereo not drawn)
→ -7	1.0	2	8	15	2	-6	-3	1
- O=C(CN1CCCN(Cc2ccc(F)cc2Cl)C1=O)NCc1ccccc1
→ 3	-0.9	-1	3	10	1	-10	1	3
- CC1=C(C(N)=O)C(c2cccs2)n2nc(-c3cccc(C)c3)nc2N1 (stereo not drawn)
→ 8	-0.8	-2	-3	11	1	3	-10	4
- CCSCc1nnc(SCC(=O)Nc2ccc(OC)cc2)n1C
→ 17	-3.5	5	1	20	-1	-9	1	0
- COc1ccnc(NCc2cccc(C(F)(F)F)c2)c1C#N
→ -9	-0.3	-5	-1	10	2	37	2	22
- CC(=O)N(CN1C(=O)c2ccccc2C1=O)c1ccc2c(c1)oc1ccccc12
→ -26	2.4	-3	8	21	5	-3	1	-1
- COc1ccccc1CNC(=O)CCCn1nc(C)c2c(C)n(-c3ccccc3)nc2c1=O
→ -1	-0.2	2	-6	14	-5	-9	-5	-2
- CCc1ccc(NC(=O)c2n[nH]c(=O)c3ccccc23)cc1
→ -2	0.3	9	17	14	0	-9	1	3
- Cc1ccc(NC(=O)CCc2c(C)nc3ncnn3c2C)cc1
→ -10	0.9	0	14	9	1	-3	-1	14
- CCOC(=O)c1cc(NC(=O)CSc2nnc(CN3CCOCC3)n2C)ccc1Cl
→ 32	-3.2	8	2	-13	-10	-25	3	2
